MITF act = increases MITF-driven TRPM1 promoter luciferase signal; 300,000 tested, 0.75% active; activation, % at 12.5 µM; AID 588334; SK-MEL-5 TRPM1-promoter luciferase, 24 h; % of positive control, neutral wells = 0;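 active = mean activation of at least 80% with every replicate also reaching 80%; inconclusive = mean reaches 80% but some replicate falls short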;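 note: 0% = neutral control wells and 100% = parthenolide positive control wells; values of inactives mirror those of a sister screen read the other way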
Tat transport = E. coli Tat transport inhibition | E. coli MC4100 TorA-mCherry Tat export, fluorescence | 340,000 tested, 0.036% active | AID 488895 | inhibition, % at 10 µM;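 active = mean replicate inhibition at least 50% and at least half of replicates individually reaching 50%; inconclusive = only one of the two criteria met; inactive = neither criterion met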;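 note: exported cargo escapes ClpAP degradation while cytoplasmic cargo is degraded and loses fluorescence; 0% = median of neutral control wells and 100% = median of NaSCN control wells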
CAL PDZ FP-1 = inhibitors of human CAL PDZ peptide binding; Q9HD26; 300,000 tested, 0.92% active; inhibition, % at 24.9 µM; purified CAL PDZ, TMR-peptide fluorescence polarization, 1 h; AID 602252;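 active = mean inhibition of at least 30% with at least half of replicates also reaching 30%; inconclusive = no clear call, values can overlap the other calls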;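 note: 0% = DMSO neutral control and 100% = excess unlabeled competitor peptide PRC23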
phage Ecoli inh = E. coli growth loss with phage present; inhibition, % at 11.9 µM; 360,000 tested, 0.26% active; growth absorbance; in the data active = inhibition above about 11%
CAL PDZ FP-2 = inhibitors of human CAL PDZ peptide binding; inhibition, % at 20 µM; Q9HD26; 330,000 tested, 0.02% active; purified CAL PDZ, TMR-peptide fluorescence polarization, 1 h; AID 504414;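 active = highest replicate inhibition of at least 40%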;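 note: plate controls were DMSO neutral control wells for no effect and unlabeled competitor peptide control wells for full effect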
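Read-out basis: mP drop reported as inhibition | Assay system: Tagged CAL PDZ protein CerCALP, purified | Benchmarks: Unlabelled peptide for full inhibition, DMSO wells as neutral | Schedule: 1 h incubation at room temperature before polarization reading | Buffer or medium: Sodium phosphate/NaCl buffer pH 7.4 with TCEP, IgG, Thesit | Doses: Single point, 20 µM | Measured by: Fluorescence polarization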
SR-BI uptake up = SR-BI HDL lipid transfer activation; activation, % at 12.5 µM; AID 504775; CHO ldlA[mSR-BI] cells, DiI-HDL uptake fluorescence, 3 h; 100 = double the neutral-control signal; 320,000 tested, 0.096% active;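 active = mean replicate activation of at least 60% and every replicate at or above 60%; inconclusive = mean or all-replicate condition met, but not both; inactive = mean below 60% and not all replicates reaching 60%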;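 note: 0% = median plate neutral-control signal and 100% = twice that signal; values of inactives mirror those of a sister screen read the other way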
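Test system: SR-BI-overexpressing, LDLR-lacking CHO cells; Medium: Ham's F12 with 0.5% BSA, HEPES 25 mM, pH 7.4; Schedule: 3 h, 37 °C; Technique: bottom-read fluorescence, 550/595 nm.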
Wnt act = activates Wnt/beta-catenin signaling in a reporter cell assay. activator, plate reader. activation, % at 9.35 µM. 300,000 tested, 1.2% active; in the data active = activation above about 30%, passing the limit was not always enough; inconclusive = no clear call, values can overlap the other calls;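 note: 0% = neutral control wells and 100% = positive control wells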
SR-BI HDL uptake = inhibitors of mouse SR-BI mediated HDL lipid uptake; ldlA[mSR-BI] CHO cells, DiI-HDL uptake fluorescence, 3 h; inhibition, % at 12.5 µM; 320,000 tested, 0.96% active; AID 488896;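 active = mean replicate inhibition of at least 70% and a set share of replicates each scoring 70 or more; inconclusive = meets just one of the two criteria; inactive = fails both criteria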;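 note: 0% = median of neutral control wells and 100% = median of positive control wells; values of inactives mirror those of a sister screen read the other way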
Target sequence (Q61009 whole entry, looked up): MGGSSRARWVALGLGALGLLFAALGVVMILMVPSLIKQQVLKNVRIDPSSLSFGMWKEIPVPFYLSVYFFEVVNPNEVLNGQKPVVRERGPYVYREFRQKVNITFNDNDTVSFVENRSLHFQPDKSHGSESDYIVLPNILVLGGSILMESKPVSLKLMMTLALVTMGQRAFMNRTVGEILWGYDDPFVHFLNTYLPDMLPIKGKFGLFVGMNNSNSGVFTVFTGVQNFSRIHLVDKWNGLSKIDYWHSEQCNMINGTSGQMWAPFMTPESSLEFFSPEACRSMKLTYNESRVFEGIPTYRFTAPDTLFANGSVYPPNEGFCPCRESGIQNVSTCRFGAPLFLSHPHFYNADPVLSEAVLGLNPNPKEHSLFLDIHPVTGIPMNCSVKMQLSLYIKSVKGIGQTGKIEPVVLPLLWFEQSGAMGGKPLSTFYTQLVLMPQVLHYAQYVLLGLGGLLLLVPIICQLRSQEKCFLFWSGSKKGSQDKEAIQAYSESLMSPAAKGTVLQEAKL
AddAB inh = less growth of phage-infected E. coli with AddAB | E. coli expressing H. pylori AddAB, absorbance growth | inhibition, % at 11.9 µM | 330,000 tested, 0.29% active; in the data active = inhibition above about 12%;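 note: 0% = vehicle wells of infected cells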
E coli growth = reduces bacterial viability in AddAB counter-screen. E. coli V3065 growth, OD600 absorbance, 18 h. inhibition, % at 11.9 µM. 330,000 tested, 0.27% active;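 active = inhibition above the campaign's mean inhibition across all tested compounds plus 3 SD, cut at about 9.9% in these data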;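 note: uninfected addAB+ strain grown without phage in ampicillin broth; 0% = DMSO wells and 100% = ciprofloxacin 0.95 µg/ml wells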
* marks the source's active call; other numbers are inactive results; ? = inconclusive; . = not tested or not shown. Random draw from the library (roughly 3.6% active in at least one column).

SMILES | MITF act | Tat transport | CAL PDZ FP-1 | phage Ecoli inh | CAL PDZ FP-2 | SR-BI uptake up | Wnt act | SR-BI HDL uptake | AddAB inh | E coli growth
Fc1cccc(Cn2cc(C(=S)N3CCOCC3)c3ccccc32)c1 | 19.2 | 6.3 | 2.2 | 3.0 | -2.0 | -9.8 | -4.9 | 9.8 | -0.9 | -3.6
COc1ccc(N(CC(=O)N/N=C/c2ccccc2F)S(=O)(=O)c2ccccc2)cc1 | 18.4 | -13.8 | -1.9 | 2.8 | -0.7 | 1.6 | 1.7 | -1.6 | -1.8 | -5.4
CCN1C(=O)C(=O)N(CC(=O)N2CCN(c3ccccc3)CC2)C1=O | -0.7 | -2.6 | 9.0 | -0.4 | -1.1 | 8.7 | 1.3 | -8.7 | 2.6 | 1.8
C=CCNc1nc(NCc2ccco2)nc(OCC)n1 | -0.3 | 1.2 | -4.0 | 1.5 | . | 8.4 | -0.1 | -8.4 | 4.2 | 1.0
CON(C)c1nc(Oc2ccc(=O)[nH]n2)nc(N(C)C)n1 | . | -0.9 | -2.8 | -2.5 | 0.7 | 2.4 | . | -2.4 | 1.8 | 3.7
O=C(CN(c1ccc(F)cc1)S(=O)(=O)c1ccccc1)Nc1ccccc1C(=O)O | -1.7 | 8.7 | 0.8 | 3.7 | -0.5 | 22.1 | -1.0 | -22.1 | -4.3 | 0.2
COc1cccc(NC(=O)CN2CCc3ccccc3C2)c1 | 16.9 | 11.2 | . | 1.4 | 0.4 | 10.5 | -4.0 | -10.5 | 0.1 | 0.1
O=C(NC(=S)NC1CCS(=O)(=O)C1)c1ccccc1Br (centres undefined) | 1.7 | -2.6 | -2.4 | 0.6 | -1.8 | 5.6 | -0.2 | -5.6 | -0.7 | 1.1
CCCNC(=O)c1cccc(C(F)(F)F)c1 | 9.9 | -3.9 | . | . | -1.4 | 2.2 | -2.8 | -2.2 | -0.3 | 0.1
CCC1CCCCN1CCCNC(=O)Cn1ncn2nc(-c3ccc(OC)cc3)cc2c1=O (centres undefined) | 58.2 | 6.6 | -3.1 | 0.8 | -2.2 | -1.8 | -0.2 | 1.8 | 3.5 | 1.0
O=C(CN1C(=O)C2C3C=CC(C3)C2C1=O)NCc1ccccc1 (centres undefined) | 11.6 | 9.6 | -6.7 | 1.5 | 0.7 | 24.7 | . | -24.7 | -2.6 | -2.9
COc1cc(NC(=O)CN(c2cc(C)cc(C)c2)S(=O)(=O)c2c(C)[nH]c(=O)[nH]c2=O)cc(OC)c1 | -15.3 | 5.4 | 1.9 | 5.1 | -0.8 | -0.9 | -0.6 | 0.9 | 0.7 | -0.9
CC(=O)c1cccc(NC(=O)c2cnn(-c3ccccc3)c2C)c1 | ? | -4.4 | -4.1 | 1.2 | -4.5 | -47.4 | 3.0 | 47.4 | 1.9 | 1.7
O=C(c1cc2nc(-c3ccccc3)cc(-c3ccccc3)n2n1)N1CCCC1 | 0.3 | 4.0 | 5.7 | 4.0 | -2.4 | -51.0 | -31.3 | 51.0 | 1.7 | -1.5
C=C1CCN([C@H](C(=O)Nc2ccc(OC)cc2)C(C)C)S(=O)(=O)c2ccccc21 | -6.5 | -9.7 | -0.6 | 3.3 | 1.3 | 13.5 | -2.6 | -13.5 | 3.6 | -0.2
O=C(CSCc1ccccc1)N1CCN(c2cccc(C(F)(F)F)c2)CC1 | -1.1 | 0.4 | -0.5 | 5.2 | -1.3 | -9.1 | . | 9.1 | 1.7 | -0.9
CCN(CCCNC(=O)CN1C(=O)COc2ccccc21)c1cccc(C)c1 | -2.1 | 15.5 | -4.0 | 1.1 | -0.9 | -25.1 | . | 25.1 | 2.4 | -3.3
CCCCc1nc2cc(C(=O)N3CCCCC3CCO)ccc2o1 (centres undefined) | 28.9 | 0.0 | -0.5 | 1.5 | -1.0 | 5.5 | 3.5 | -5.5 | -1.6 | -1.9
COc1cc(C2CC(=O)NC3=C2C(=O)CC(C)(C)C3)cc(OC)c1O (centres undefined) | -5.5 | 0.7 | 0.8 | -0.2 | 0.5 | 21.1 | . | -21.1 | 3.8 | -1.2
O=C(NC1CCCCC1)c1cc2ccccc2cc1O | 34.9 | 14.3 | -4.0 | 5.3 | 0.9 | -23.7 | 11.8 | 23.7 | 3.3 | 2.5
Fc1ccccc1NC(=S)N1CCN(C/C=C/c2ccccc2)CC1 | -7.7 | -6.7 | -3.9 | 1.2 | -1.1 | 16.5 | -2.8 | -16.5 | 2.2 | 0.7
N#C/C(C(=O)N1CCCCC1)=C1/N=C(NC(=O)c2ccc(F)cc2)c2ccccc21 | 32.6 | 5.5 | -5.7 | 1.8 | -2.1 | 6.9 | 5.0 | -6.9 | 1.7 | 1.6
O=[N+]([O-])c1ccc(Oc2cccc(Br)c2)c2ccncc12 | -12.4 | 3.5 | -3.6 | 2.9 | -0.6 | -17.7 | . | 17.7 | 2.9 | 2.8
CCn1ccc(C(=O)Nc2c(C)nn(Cc3c(F)c(F)c(F)c(F)c3F)c2C)n1 | 5.3 | 15.3 | -5.5 | 2.7 | -8.7 | -1.1 | -1.4 | 1.1 | 1.6 | -0.3
Cc1ccccc1OCC(=O)OCC(=O)c1ccc(-c2ccccc2)cc1 | 17.2 | 3.6 | 0.1 | 4.8 | -2.6 | -13.0 | . | 13.0 | -0.6 | 0.8
O=S(=O)(NCCC1=CCCCC1)c1ccc(F)cc1 | 2.3 | -8.1 | . | 1.1 | -1.4 | . | 3.1 | -27.0 | 1.2 | 0.0
COC(=S)N/C(=N\S(=O)(=O)c1ccc(Cl)cc1)c1ccccc1 | 0.8 | -0.3 | 0.7 | 1.6 | -0.4 | 8.3 | -0.1 | -8.3 | 1.6 | 1.2
CCCC(=O)N1CCN(c2ccc(NC(=O)c3ccccc3)cc2)CC1 | . | 4.9 | -0.4 | 4.8 | -3.5 | -22.2 | -3.2 | 22.2 | 1.9 | -1.5
NS(=O)(=O)c1cc(C(=O)OCC(=O)N2CCc3ccccc3C2)ccc1Cl | 8.8 | -8.9 | . | 1.5 | -1.3 | -8.9 | -2.3 | 8.9 | 2.2 | 2.5
CC(=O)N1CCN(C(=S)c2ccc([N+](=O)[O-])cc2)CC1 | 3.2 | 5.9 | -1.8 | -0.6 | -0.1 | 19.0 | -6.9 | -19.0 | -1.0 | -0.4
CCN1C(=O)c2cccc3c(S(=O)(=O)N4CCCC4C(=O)O)ccc1c23 (centres undefined) | 4.1 | -2.8 | . | 1.0 | -1.8 | 4.8 | -2.4 | -4.8 | 2.0 | -2.5
CC(C)(C)OC(=O)N1CCC(Cc2cc(-c3ccc(Cl)cc3)no2)(C(=O)O)CC1 | 5.0 | 25.7 | -3.4 | 1.0 | -0.6 | -0.6 | 0.6 | 0.6 | 4.1 | 2.1
COc1ccc(NC(=O)CN(C)C(=O)c2cc(-c3ccc(OC)cc3)nc3ccccc23)cc1 | 33.2 | 7.7 | 2.0 | 0.4 | -1.6 | -35.6 | 0.6 | 35.6 | 0.3 | 1.0
c1ccc(CN2CCN(C3=Nc4cccc5cccc3c45)CC2)cc1 | ? | 15.8 | -1.5 | 0.1 | -3.0 | 6.8 | . | -6.8 | . | .
c1ccc(C2CC(c3cccs3)Nc3nnnn32)cc1 (centres undefined) | 1.2 | -1.0 | -4.5 | 1.5 | -0.1 | 17.5 | -2.0 | -17.5 | -2.0 | 1.1
CCn1c(=O)[nH]c(=O)c2c(N)c(C(=O)c3ccccc3OC)sc21 | -6.4 | -5.6 | -14.3 | 2.8 | -4.8 | -2.1 | . | 2.1 | -1.6 | -0.5
COc1cc(CC(=O)NNC(=O)c2cccs2)cc(OC)c1OC | -0.9 | -6.4 | -3.7 | 2.3 | -0.4 | 10.5 | 4.7 | -10.5 | -0.2 | 0.5
C=CCn1c(=O)c2ccccc2n2c(SCC(=O)c3ccccc3)nnc12 | 5.3 | -3.9 | -2.0 | 0.6 | -1.7 | 16.0 | . | -16.0 | 0.2 | -3.1
CCc1ccc(CNCc2cccs2)cc1 | 26.4 | 2.9 | -1.5 | 0.0 | 0.2 | 10.6 | 5.3 | -10.6 | 0.2 | 2.8
O=C(CNC(=O)c1ccccc1)OCc1cccc([N+](=O)[O-])c1 | -5.6 | 12.4 | -3.5 | 4.3 | 0.3 | 18.9 | . | -18.9 | 0.4 | -0.5
CCOC(=O)CNc1nc(Oc2ccc(=O)n(C)n2)nc(N(CC)CC)n1 | 5.8 | -1.6 | -6.1 | 2.1 | -0.4 | 14.1 | -3.7 | -14.1 | -0.6 | -1.3
CCOCCCNC(=O)C1CC(=O)N(CCc2ccc(C)cc2)C1 (centres undefined) | 3.4 | -1.6 | -3.8 | 1.0 | -0.4 | 2.8 | 1.0 | -2.8 | 0.2 | 1.2
COCCC(=O)Nc1ccc2c(c1)CN(C(=O)c1ccc(CSC)o1)CC2 | . | 2.8 | 3.7 | 0.9 | 2.2 | -5.3 | -1.9 | 5.3 | -1.2 | -1.1
CCOc1ccccc1C1CC(=O)Nc2cc3c(cc21)OCO3 (centres undefined) | -15.7 | 1.7 | -2.5 | 1.7 | -0.4 | -3.4 | . | 3.4 | 3.9 | 1.4
O=C(CNC(=O)c1ccc(S(=O)(=O)N2CCCC2)cc1)N/N=C/c1ccccc1Cl | -2.4 | 0.9 | 14.4 | 2.1 | -2.1 | -66.6 | -1.0 | 66.6 | 2.7 | -0.3
Cc1c(N=C/C=C/c2ccccc2)cnn1C | -1.8 | -29.4 | -1.0 | 2.1 | -0.9 | 16.3 | . | -16.3 | 2.2 | -2.6
COC(=O)C(C)Sc1nc2c(c(-c3ccc(OC)cc3)c1C#N)-c1ccccc1C2=O (centres undefined) | . | -1.6 | -2.7 | 3.2 | 0.0 | -0.3 | . | 0.3 | 1.8 | -3.4
O=C(CC1C[C@H](C(=O)N2CCOCC2)[C@@]2(CCC3CCCC3)c3[nH]c4ccccc4c3CCN2C1=O)NCc1cccc(C(F)(F)F)c1 (some centres undefined) | -52.4 | -3.9 | 3.5 | -0.3 | 0.1 | 107.4* | -2.1 | -107.3 | . | .
OCC[C@@H]1C[C@H](O)[C@@H](O)[C@@]2(CCc3ccccc3O2)O1 | -22.3 | 7.1 | -0.7 | 2.7 | -1.0 | 3.2 | 0.5 | -3.2 | 2.6 | 0.5
Cn1c(=O)c(-c2ccccc2)nn2c3ccccc3nc12 | . | -10.5 | -5.0 | -0.2 | -3.6 | 0.2 | . | -0.2 | 1.3 | -1.6

Screens (PubChem BioAssay)
